FBW7 act: FBW7 E3 ligase activators, primary screen, biochemical, AlphaScreen, human; AlphaScreen FBW7–phospho-cyclin E peptide binding, activator screen; normalized activity (activation), % at 26.1 µM; 650,000 tested, 0.13% active; in the data active = normalized activity above about 1.9%;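 also: purified mutant Fbw7 with reduced substrate affinity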
Target sequence (Q969H0 whole entry, looked up): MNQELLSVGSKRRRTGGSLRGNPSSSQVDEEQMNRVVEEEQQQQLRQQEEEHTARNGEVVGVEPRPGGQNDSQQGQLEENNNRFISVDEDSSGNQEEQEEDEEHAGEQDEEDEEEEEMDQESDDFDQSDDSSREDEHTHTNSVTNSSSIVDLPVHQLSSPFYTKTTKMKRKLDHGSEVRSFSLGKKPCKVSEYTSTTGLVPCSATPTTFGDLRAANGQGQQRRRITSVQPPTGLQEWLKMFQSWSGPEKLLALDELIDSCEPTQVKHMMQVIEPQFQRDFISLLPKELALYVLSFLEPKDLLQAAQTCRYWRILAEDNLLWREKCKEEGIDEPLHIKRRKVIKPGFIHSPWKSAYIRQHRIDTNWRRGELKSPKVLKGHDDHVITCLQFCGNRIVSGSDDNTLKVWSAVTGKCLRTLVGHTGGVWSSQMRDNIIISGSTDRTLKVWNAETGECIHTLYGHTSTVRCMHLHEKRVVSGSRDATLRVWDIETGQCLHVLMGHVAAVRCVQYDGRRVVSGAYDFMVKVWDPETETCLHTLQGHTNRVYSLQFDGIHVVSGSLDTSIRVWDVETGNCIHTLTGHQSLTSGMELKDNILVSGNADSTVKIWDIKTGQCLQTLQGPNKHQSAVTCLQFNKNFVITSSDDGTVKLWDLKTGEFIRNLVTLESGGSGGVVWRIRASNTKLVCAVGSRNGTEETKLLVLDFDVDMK
GPR151 ag: activators of human GPR151, primary screen, cell-based, PathHunter beta-arrestin, luminescence; AID 1508602, 2020; activation, % at 11.2 µM; PathHunter beta-arrestin GPR151 cells; 650,000 tested, 1% active; in the data active = activation above about 4.9%;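 also: 0% = median of compound wells and 100% = cells with positive control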
MITF primary: MITF inhibitors, primary screen, biochemical, AlphaScreen, human | Microphthalmia-associated transcription factor (Homo sapiens), O75030 | AlphaScreen MITF homodimerization, bead proximity signal | inhibition, % at 2.6 µM | 650,000 tested, 0.91% active; in the data active = inhibition above about 50%;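 also: 0% = vehicle wells with protein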
TEAD-YAP inh: TEAD-YAP interaction inhibition, primary screen, TEAD-YAP interaction inhibitor project, luminescence, HEK-TIYL cells. 640,000 tested, 1.4% active. AID 1259422, 2018. inhibition, % at 9.12 µM. TEAD-Gal4/YAP UAS-luciferase luminescence; in the data active = inhibition above about 32%;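 also: 0% = median of test compound wells and 100% = reference inhibitor wells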
* marks the source's active call; other numbers are inactive results; & = joins results of further samples.

Start of the listing, in advance (4 entries):
SMILES	FBW7 act	GPR151 ag	MITF primary	TEAD-YAP inh
CCOC(=O)c1ccc(NC(=O)CSc2nnc3ccccn23)cc1	0.3	0.8	12	-5
COc1cccc(C(c2c(O)cc(C)oc2=O)c2c(O)cc(C)oc2=O)c1	0.1	0.7	6	-1
COc1cccc(-c2cc(C(=O)NCCc3ccc(OC)c(OC)c3)no2)c1	0.1	0.1	-9	0
COc1cccc2cc(-c3csc(NC(=O)c4ccccc4SC)n3)oc12	-0.1	-0.7	18	-2

The list itself, from the start:
SMILES	FBW7 act	GPR151 ag	MITF primary	TEAD-YAP inh
CCOC(=O)c1ccc(NC(=O)CSc2nnc3ccccn23)cc1	0.3	0.8	12	-5
COc1cccc(C(c2c(O)cc(C)oc2=O)c2c(O)cc(C)oc2=O)c1	0.1	0.7	6	-1
COc1cccc(-c2cc(C(=O)NCCc3ccc(OC)c(OC)c3)no2)c1	0.1	0.1	-9	0
COc1cccc2cc(-c3csc(NC(=O)c4ccccc4SC)n3)oc12	-0.1	-0.7	18	-2
CCc1nc(SCC(=O)N2CCCC2)c2c3c(sc2n1)CCCC3	0.0	-1.0	5	-12
Cc1cccc(Nc2ccc3c(cnn3-c3cccc(C(=O)NCCN4CCC(O)CC4)c3)c2)c1Cl	-0.1	-0.2	-14	0
c1ccc(OCCNc2nc(-c3ccccc3)nc3c2ncn3-c2ccsc2)cc1	0.1	0.3	6	4
Cc1c(C(=O)Nc2ccc(C(N)=O)cc2)sc2nc(-c3ccccc3)cn12	0.1	1.1	-5	-1
CCOc1cc(C=O)cc(Cl)c1OCC(=O)O	-0.2	0.5	18	4
O=c1nc2n(c3ccccc13)Cc1ccccc1-2	-0.1	1.8	-1	10
O=C(COc1ccccc1)Nc1nnc(-c2ccccc2Cl)s1	-0.1	-0.6	-10	-3
CSCCC(NC(=O)C1CCCCC1)C(=O)Nc1ccc(F)c(Cl)c1 (stereo not given)	0.0	-0.7	0	3
CCN(CC)S(=O)(=O)c1ccc(C(=O)Nc2c3c(nn2-c2ccc(F)cc2)CSC3)cc1	-0.1	0.7	-2	3
Cc1ncc2c(N3CCC(O)CC3)nc3ccccc3n12	0.1	-0.4	6	-4
CCC(CC)C(=O)Nc1ccc(C(C)=O)cc1	0.2	-0.7	10	-38
O=c1oc2ccccc2cc1NCc1ccccc1O	-0.2	0.1	-4	-69
Cc1ccc(CNC(=O)CCS(=O)(=O)Cc2ccccc2Cl)cc1	-0.1	2.2	-2	3
O=C(CCC(=O)c1ccc(Cl)cc1)OCc1ccc([N+](=O)[O-])cc1	-0.1	0.9	-4	2
Cc1ccc(-c2cn[nH]c2C2CCCN(Cc3cnc(C)[nH]3)C2)cc1 (stereo not given)	-0.2	-0.5	-4	14
NC(=O)c1ccc(NC(=O)COc2ncnc3c2cnn3-c2ccccc2)cc1	0.1	0.2	-3	7
O=C(N/N=C/c1ccco1)c1ccc(Br)o1	-0.1	0.7	7	-46
CCOC(=O)N1CCN(C(=O)C2=C(C)C(=O)OC23CCN(CC)CC3)CC1	-0.1	0.7	4	1
COc1cc(C(=O)Nc2ccccc2C(F)(F)F)c([N+](=O)[O-])cc1OC	-0.2	-2.1	-9	5
COc1cc2c(cc1NC(=O)CSc1nncn1C)oc1ccccc12	0.1	1.2	-4	-109
COc1ccc(C2Nc3ccccc3C(=O)N2c2cccc3ccccc23)cc1COc1ccccc1F (stereo not given)	0.9	-0.7	24	-25
CCOC(=O)c1cnc2c(C)cccc2c1Nc1ccc2c(c1)OCCO2	-0.1	0.1	16	17
COc1cccc(CNC(=O)Nc2ccc(-c3cn[nH]c3)cc2OC2CCC(O)CC2)c1 (stereo not given)	-0.1	-0.1	18	2
O=C(Nc1nc(CN2CCc3ccccc3C2)cs1)c1cc2ccccc2o1	-0.3	-0.5	-4	26
NC(=O)c1ccc(NC(=O)Nc2c(Cl)cccc2Cl)cc1	-0.1	0.4	-7	-2
C=CCn1c(SCC(=O)N2CCc3ccccc32)nnc1-c1ccncc1	-0.7	1.1	2	-7
CN1CCN(CCC(=O)Nc2cccc(Cl)c2)CC1	0.0	-0.3	3	-3
Cc1ccc(OCCSc2nc3ncnc(N)c3[nH]2)cc1C	0.0	-0.8	8	-5
COc1ccc(S(=O)(=O)NCCc2csc(-c3cccc(F)c3)n2)cc1C	0.1	-0.5	11	0
CSc1ccccc1NC(=O)c1nn2c(c1Br)NC(c1ccccc1)CC2C(F)(F)F (stereo not given)	0.0	0.8	1	-2
COc1ccccc1Cn1ccn(Cc2ccc(F)cc2)c(=O)c1=O	0.5	-1.9	16	-6
O=c1[nH]c2sc3c(c2c(=O)n1-c1ccc(Cl)cc1)CCCC3	-0.1	0.1	-8	-4
COc1cccc(Cn2c(=O)[nH]c3ncc(-c4ccccc4OC)nc32)c1	-0.2	-0.4	6	11
CCSC1=C(C#N)C(c2ccc(C)cc2)CC(=O)N1 (stereo not given)	-0.2	-0.6	3	-7
COc1cc2c(cc1OC)n(CC(=O)NCCC1=CCCCC1)n1c(C)cc(=O)nc21	-0.2	1.5	9	11
Cc1ccc(N2CC(c3nc4ccccc4[nH]3)CC2=O)c(C)c1 (stereo not given)	0.0	-0.5	16	5
CCCOc1ccc(/C=N/NC(=O)CSc2nc3ccccc3[nH]2)cc1	-0.1	0.8	0	0
COc1ccc(NC(=O)C2CCCN2C(=O)OCc2ccccc2)cc1 (stereo not given)	0.1	-1.0	10	-3
O=C(N/N=C/c1cccc(Br)c1)c1ccncc1	-0.1	0.3	-4	1
COc1ccc(CNC(=O)C(c2cccc(C)c2)N(C(=O)c2csnn2)C2CC2)cc1 (stereo not given)	0.0	0.6	4	25
Cc1c(S(=O)(=O)NCC2COc3ccccc3O2)sc2ccc(Cl)cc12 (stereo not given)	0.0	-0.4	1	10
O=C(C[n+]1ccc2ccccc2c1)c1ccc(-c2ccccc2)cc1	0.0	-1.4	10	6
CN1CCN(C2=Nc3cc(Cl)ccc3Nc3ccccc32)CC1	0.6&-0.3&-0.2&1.3&0.0	1.5&1.0&0.2&0.1&-1.0	14&0&-11&3&11	11&3
c1cc2c(cc1NC1CC3CCC1C3)OCO2 (stereo not given)	-0.1	0.6	20	4
CCCCC1=NN2C(=N)/C(=C\c3cccc(OCCOc4cc(C)cc(C)c4)c3)C(=O)N=C2S1	0.1	-0.3	0	3
Cc1c(Cl)ccc(S(=O)(=O)Nc2cccnc2)c1Cl	-0.1	1.6	12	8
COc1ccc(-c2csc(/C(C#N)=C/Nc3ccc4c(c3)OCO4)n2)cc1	-0.1	2.1	1	-4
CCc1ccc(NC(=O)CS(=O)CC(=O)N2CCN(c3ccccc3F)CC2)cc1 (stereo not given)	-0.1	0.7	-10	7
CCN(C(=O)Cc1ccccc1)c1nnc(Cn2nnc3ccccc32)s1	-0.2	-0.6	23	-2
COc1cc(/C=C2/N=C(c3cccc([N+](=O)[O-])c3)OC2=O)ccc1OC(C)=O	0.0	-0.6	-16	-4
CC(C)C(NC(=O)C1CCOC1)c1nnc2n1CCN(CC1CCCCC1)CC2 (stereo not given)	-0.1	0.2	4	-11
COc1cccc(/C=C2\SC(=O)N(CCC(=O)O)C2=O)c1	0.3	0.0	16	5
Cc1nn(-c2ccccc2C(=O)O)c(C)c1Oc1ccccc1O	0.0	0.5	20	8
O=C(CSc1ncccc1C(=O)O)c1cccc(C(F)(F)F)c1	0.0	-0.1	-2	-12
COc1ccccc1C(=O)Nc1ccc2[nH]c(=O)[nH]c2c1	0.1	0.9	-3	-1
COc1cc2nc(CN3CCCCC3C)nc(N)c2cc1OC (stereo not given)	-0.2	1.7	16	6

(listing goes on)
SMILES	FBW7 act	GPR151 ag	MITF primary	TEAD-YAP inh
CC(C)NS(=O)(=O)c1ccc(NCc2ccccc2Cl)c([N+](=O)[O-])c1	-0.3	0.7	3	-9
Nc1nc(CN2CCC(Cc3ccccc3)CC2)nc(Nc2ccccc2)n1	-1.0	-0.3	-14	-5
CCOC(=O)C1=C(CC)Nc2ccccc2N=C1NC(=O)c1nc2nccc(C)n2n1	-0.3	0.1	-3	4
CSc1ccccc1C(=O)NCc1ccccc1	0.3	-1.8	-11	-5
CC1=C(C(=O)Nc2ccccc2)C(c2cccs2)n2nc(-c3ccccc3)nc2N1 (stereo not given)	0.0	1.3	-7	-2
COc1ccc(-c2noc(CN3CCCC3c3ccc(F)cc3)n2)c(OC)c1OC (stereo not given)	-0.1	-0.9	2	-14
O=[N+]([O-])c1ccc(N2CCCC2)cc1NCCOc1ccc(Cl)cc1	0.0	1.1	11	-2
COc1ccccc1CNC(=O)Nc1ccc(-c2cn[nH]c2)cc1OCCN1CCOCC1	-0.4	-1.0	12	-8
CCOC(=O)N1CCN(C(=O)COc2ccc(C(C)(C)C)cc2Br)CC1	0.3	2.1	7	-6
O=c1cc(CSc2n[nH]c(=O)[nH]c2=O)[nH][nH]1	-1.5	-0.9	6	-9
O=C1OCCC1OC(=O)C1(c2ccc(F)cc2)CCCC1 (stereo not given)	0.1	-0.2	0	-1
Cc1cccc(NC(=O)CC2CCC2)c1	0.3	2.5	1	-8
CCN(CC)CCNC(=O)C1CCCN1c1nnc(N2CCCC2=O)s1 (stereo not given)	0.0	-1.1	5	6
COc1ccc2[nH]c3nc(SCC(=O)NCCC(C)C)nnc3c2c1	0.5	1.1	4	-4
O=C(Nc1ncn[nH]1)c1ccc(S(=O)(=O)N2CCOCC2)cc1	1.2	0.0	6	2
COc1cc(/C=C2/C(=N)N3C(c4ccccc4)=CSC3=NC2=O)ccc1OCc1ccccc1F	-0.2	0.7	-7	-40
COc1ccccc1-n1cnnc1SCc1nnc(-c2ccccc2)o1	0.1	1.1	-8	-5
COc1ccc(NC(=O)c2ccc3c(=O)n(CC4CCCO4)c(=S)[nH]c3c2)cc1 (stereo not given)	0.1	-0.1	-2	-5
CCOC(=O)N1CCC(NC(=O)CN2Cc3cc(Cl)ccc3OC(C)C2)CC1 (stereo not given)	0.3	0.9	3	-6
Cc1cc(C)n2nc(C(=O)OCC(=O)Nc3cccc(Cl)c3)nc2n1	0.3	-0.6	4	15

Structures from the list above that contain a COOH group:
SMILES	FBW7 act	GPR151 ag	MITF primary	TEAD-YAP inh
CCOc1cc(C=O)cc(Cl)c1OCC(=O)O	-0.2	0.5	18	4
COc1cccc(/C=C2\SC(=O)N(CCC(=O)O)C2=O)c1	0.3	0.0	16	5
Cc1nn(-c2ccccc2C(=O)O)c(C)c1Oc1ccccc1O	0.0	0.5	20	8
O=C(CSc1ncccc1C(=O)O)c1cccc(C(F)(F)F)c1	0.0	-0.1	-2	-12

Further compounds
SMILES	FBW7 act	GPR151 ag	MITF primary	TEAD-YAP inh
COc1cccc(/C=C2\SC(=S)NC2=O)c1OCC(=O)O	-0.7	0.3	-2	-4
O=C(CSc1ncccc1C(=O)O)Nc1cccc(C(F)(F)F)c1	0.0	0.3	8	-2
O=C(NCc1ccccc1)/C(=C/c1cccc([N+](=O)[O-])c1)NC(=O)c1ccccc1	-0.2	-0.5	-5	12
Cc1cccnc1NC(=S)NC(=O)c1cccc(I)c1	0.0	0.2	3	-38
C/C(=C\c1ccc(C(=O)O)cc1)c1ccc2c(c1)C(C)(C)CCC2(C)C	0.1&-0.1&0.2	0.1&-0.5&-1.2	0&3&0	-23&-29
Cc1nnc(N2C(=O)c3oc4ccccc4c(=O)c3C2c2cccs2)s1 (stereo not given)	0.2	0.1	2	-1
COc1ccc(/C=C(\C#N)c2nc3ccccc3[nH]2)c(F)c1	0.0	-1.7	6	-12
Cc1nn2c(CN(C(=O)c3cccs3)c3ccccc3)nnc2c2ccccc12	-0.1	0.3	0	-3
O=C(COc1ccc(Br)cc1Cl)NCCCN1CCOCC1	0.4	-2.6	7	2
COC(=O)CCCC(=O)N1CCCC(N2CCN(c3ccccc3OC)CC2)C1 (stereo not given)	0.1	-0.1	17	-3
Cc1cc(NC(=O)c2c(-c3ccccc3Cl)noc2C)ccc1Br	0.0	-0.3	6	6
COc1cc(/C=N/Nc2nc(NCc3ccccc3)nc(N(C)C)n2)ccc1O	-0.5	1.0	-5	3
C=CCn1c(CNC(=O)c2ccccc2C)n[nH]c1=S	0.0	-0.6	10	-5

Screening data deposited in PubChem BioAssay by The Scripps Research Institute Molecular Screening Center.
